Assay outcomes as filed in PubChem.
esBAF inh: SWI/SNF esBAF complex inhibition | AID 602393 | reporter increase, % at 12.5 µM | 2% of 350,000 active | mouse ES cells, Bmi1-luciferase knock-in reporter, 24 h; 100% = twice the neutral-well signal; in the data active = activation above about 40%;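 also: 0% = median of the plate's neutral control wells and 100% = double that signal; a rise in the Bmi1 reporter signal indicates esBAF inhibition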
ARNT-TACC3 inh: disrupts binding between human ARNT and TACC3 | AlphaScreen His-ARNT PAS-B/GST-TACC3 binding, luminescence; TACC3 fragment carries E629A point mutation | inhibition, % at 9.99 µM | 0.66% of 390,000 active | AID 623870;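 active = mean inhibition of replicates at least 50% and at least half of replicates each reaching 50%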;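 also: 0% = complete ARNT plus TACC3 wells and 100% = ARNT alone without TACC3; many hits fall short of the cut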
INS-1E GSIS act: primary screen for activators of insulin secretion dependent on glucose, INS-1E cells, GLuc reporter luminescence; INS-1E GLuc reporter insulin secretion, 2-3 h; activation, % at 16.6 µM; 0.61% of 370,000 active; AID 743287;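 active = lowest replicate activation of at least 40%, so every replicate reaches that level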;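 also: 0% = median of neutral control wells and 100% = median of IBMX positive control wells; some compounds called inactive have numbers as strong as hits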
CFTR F508del cor: CFTR F508del correction in bronchial cells. 0.36% of 350,000 active. activity (quench increase), % at 7.58 µM. AID 720511. CFBE cells, YFP halide quenching; stimulated with forskolin plus potentiator P3; % fluorescence drop versus neutral controls;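 active = mean added fluorescence quench of at least 8% versus neutral control, with both replicates also reaching 8%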;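 also: cells transiently co-express mutant CFTR-F508del with the halide-sensitive YFP; corrector assay measuring rescue of mutant channel to the surface after 24 h compound exposure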
RAD52 inh: inhibitors of human RAD52 DNA annealing | inhibition, % at 18.7 µM | 0.46% of 360,000 active | recombinant RAD52 DNA annealing, FRET fluorescence;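 active = every replicate showing at least 50% inhibition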
XiGFP reactiv: X-chromosome reactivation activator; 0.055% of 360,000 active; activation, % at 7.58 µM; XiGFP mouse fibroblasts, % GFP-positive cells imaging, 3 d; cells co-treated with 5-aza-dC sensitizer; scaled so ellipticine positive control = 100%;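 active = mean normalized replicate activation at least 10% and every replicate at or above 10%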;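 also: 0% = median of on-plate neutral control wells and 100% = ellipticine 6 µM median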
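System: 68-5-11 XiGFP fibroblast line; Timing: 3 days compound exposure; Compound dosing: one concentration, pinned; Benchmarks: positive control ellipticine, 6 µM final; Buffer or medium: DMEM containing 5-aza-dC.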
ERAP1 HTS inh: inhibitors of human ERAP1 aminopeptidase. Q9NZ08. recombinant ERAP1, Leu-AMC fluorescence, 60 min. inhibition, % at 10.7 µM. 0.15% of 340,000 active;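 active = mean replicate inhibition of at least 30%, or all replicates individually reaching that 30% level; inactive = mean below 30% and not every replicate reaching it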;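 also: 0% = neutral control wells and 100% = L-leucinethiol positive control wells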
Target sequence (Q9NZ08 whole entry, looked up): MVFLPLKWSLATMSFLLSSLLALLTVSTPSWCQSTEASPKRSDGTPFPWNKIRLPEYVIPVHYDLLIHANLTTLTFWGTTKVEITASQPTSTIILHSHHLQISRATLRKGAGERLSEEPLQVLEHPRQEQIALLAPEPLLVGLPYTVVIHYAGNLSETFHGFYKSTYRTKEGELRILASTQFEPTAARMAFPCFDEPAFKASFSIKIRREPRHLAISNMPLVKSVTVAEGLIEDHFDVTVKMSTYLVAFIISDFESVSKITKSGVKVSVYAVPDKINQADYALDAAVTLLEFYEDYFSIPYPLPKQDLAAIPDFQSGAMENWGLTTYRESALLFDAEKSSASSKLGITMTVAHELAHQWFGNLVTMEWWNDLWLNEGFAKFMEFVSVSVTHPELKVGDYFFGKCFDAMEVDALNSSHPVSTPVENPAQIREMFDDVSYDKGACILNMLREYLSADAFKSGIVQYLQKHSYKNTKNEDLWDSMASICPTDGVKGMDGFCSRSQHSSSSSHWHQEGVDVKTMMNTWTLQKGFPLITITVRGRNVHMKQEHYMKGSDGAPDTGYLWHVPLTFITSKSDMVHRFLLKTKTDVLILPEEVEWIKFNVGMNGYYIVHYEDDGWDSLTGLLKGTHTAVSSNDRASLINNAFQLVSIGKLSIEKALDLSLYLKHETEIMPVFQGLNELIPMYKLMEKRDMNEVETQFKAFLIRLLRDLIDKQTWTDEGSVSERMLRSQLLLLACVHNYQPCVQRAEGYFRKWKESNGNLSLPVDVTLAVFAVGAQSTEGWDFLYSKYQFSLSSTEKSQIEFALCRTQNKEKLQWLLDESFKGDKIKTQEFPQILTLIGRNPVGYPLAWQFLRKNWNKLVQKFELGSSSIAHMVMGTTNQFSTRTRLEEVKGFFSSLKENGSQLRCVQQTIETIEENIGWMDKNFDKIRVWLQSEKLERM
RAD54 branch: blocks human RAD54 Holliday junction branch migration; Q92698; FAM/BHQ fluorescence; inhibition, % at 10.4 µM; 0.14% of 360,000 active;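 active = mean normalized replicate activity at least 40 and at least half of replicates scoring 40 or more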;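 also: 0% = median of neutral control wells and 100% = median of positive control wells; inhibitors cause a drop in the FAM fluorescence signal; in these data hits start at about 50%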
* marks the source's active call; other numbers are inactive results. This is a random part of the collection; overall some 3.3% were active at least once.

For C[C@@H]1CN([C@@H](C)CO)C(=O)c2cc(NC(=O)CCC(F)(F)F)ccc2O[C@@H]1CN(C)Cc1ccc(C(F)(F)F)cc1 the results were esBAF inh -3, ARNT-TACC3 inh -4, INS-1E GSIS act -14, CFTR F508del cor 2.2, RAD52 inh -2, XiGFP reactiv 0.0, ERAP1 HTS inh -1 and RAD54 branch -16.
`O=C(NCCc1ccccc1)c1noc2c1CCCCC2` gave esBAF inh 50*, ARNT-TACC3 inh 0, INS-1E GSIS act 19 and RAD54 branch 2.
`O=C(Cc1ccccc1)NCC(=O)OCc1ccccc1F` gave esBAF inh -8, ARNT-TACC3 inh -3, INS-1E GSIS act 16, CFTR F508del cor -0.8, RAD52 inh -7, XiGFP reactiv 0.0, ERAP1 HTS inh 1 and RAD54 branch -5.
For C[C@@H]1CN([C@@H](C)CO)C(=O)c2cc(Br)cnc2O[C@H]1CN(C)Cc1ccncc1 the results were esBAF inh 3, ARNT-TACC3 inh -8, INS-1E GSIS act 38, CFTR F508del cor -1.1, RAD52 inh -1, XiGFP reactiv 0.1, ERAP1 HTS inh -2 and RAD54 branch -5.
For CCCC(=O)N1CC2(C1)CN(S(C)(=O)=O)[C@H](CO)c1c2c2ccc(OC)cc2n1C the results were INS-1E GSIS act 22, CFTR F508del cor -3.6, RAD52 inh 1, XiGFP reactiv 0.1 and ERAP1 HTS inh 7.
For Cc1ccc(SCCC(=O)N/N=C/c2ccncc2)cc1 the results were ARNT-TACC3 inh 2, INS-1E GSIS act 6, CFTR F508del cor 3.7, RAD52 inh -6, XiGFP reactiv 0.0 and ERAP1 HTS inh -1.
`C[C@H]1CCCCO[C@H](CN(C)C(=O)CCC(F)(F)F)[C@@H](C)CN([C@@H](C)CO)C(=O)c2cc(NC(=O)C3CCCCC3)ccc2O1` gave esBAF inh 7, ARNT-TACC3 inh -6, INS-1E GSIS act -21, CFTR F508del cor -0.1, RAD52 inh -15, XiGFP reactiv 0.1, ERAP1 HTS inh -2 and RAD54 branch -4.
Screening Nc1cccc(-n2nnnc2CN2CCOCC2)c1 returned esBAF inh -8, ARNT-TACC3 inh -2, INS-1E GSIS act 7, RAD52 inh 4, XiGFP reactiv 0.2, ERAP1 HTS inh 5 and RAD54 branch -17.
Screening C[C@H](NC(=O)C[C@H]1CC[C@@H]2[C@H](COC[C@@H](O)CN2Cc2cc(F)ccc2F)O1)c1ccccc1 returned esBAF inh 0, ARNT-TACC3 inh 0, INS-1E GSIS act -5, CFTR F508del cor 0.2, RAD52 inh -4, XiGFP reactiv 0.1, ERAP1 HTS inh 2 and RAD54 branch 0.
Screening C[C@H](CO)N1C[C@H](C)[C@H](CN(C)S(=O)(=O)c2cn(C)cn2)OCCCC[C@H](C)Oc2ccc(NS(=O)(=O)c3cn(C)cn3)cc2C1=O returned esBAF inh -2, ARNT-TACC3 inh -3, INS-1E GSIS act 32, CFTR F508del cor -1.7, RAD52 inh 13, XiGFP reactiv 0.0, ERAP1 HTS inh 1 and RAD54 branch -2.
For NNC(=O)COc1ccc(-c2n[nH]c(C(F)(F)F)c2-c2ccc(Br)cc2)c(O)c1 the results were esBAF inh 2, ARNT-TACC3 inh -3, INS-1E GSIS act -18, XiGFP reactiv -0.1 and RAD54 branch 3.
Screening Cn1cnc(S(=O)(=O)N[C@@H]2CC[C@@H](CC(=O)NCC3CC3)O[C@@H]2CO)c1 returned esBAF inh 1, ARNT-TACC3 inh -7, INS-1E GSIS act 14, CFTR F508del cor 2.0, RAD52 inh -8, XiGFP reactiv -0.3, ERAP1 HTS inh -1 and RAD54 branch 9.
For COc1ccc(S(=O)(=O)N2CCCCC2)cc1NC(=O)COc1ccccc1 the results were ARNT-TACC3 inh 3, INS-1E GSIS act -25, CFTR F508del cor 0.8, RAD52 inh -7, XiGFP reactiv 0.5, ERAP1 HTS inh 1 and RAD54 branch -1.
`COc1ccc(NC(=O)N[C@H]2CC[C@@H](CCn3cc(-c4ccc(F)cc4)nn3)O[C@@H]2CO)cc1` gave esBAF inh 2, ARNT-TACC3 inh -10, INS-1E GSIS act -12, CFTR F508del cor 2.2, RAD52 inh 9, XiGFP reactiv 0.1, ERAP1 HTS inh -6 and RAD54 branch 0.
For C[C@@H]1CN([C@@H](C)CO)C(=O)c2cc(/C=C/c3ccccc3)cnc2O[C@H]1CN(C)C(=O)Nc1ccc(C(F)(F)F)cc1 the results were esBAF inh 0, ARNT-TACC3 inh 15, INS-1E GSIS act -5, CFTR F508del cor 3.9, RAD52 inh 15, XiGFP reactiv -1.2, ERAP1 HTS inh 2 and RAD54 branch -1.
`Cn1c(=O)c2c(nc(NCCNC(=O)c3ccco3)n2Cc2ccccc2)n(C)c1=O` gave esBAF inh 6, ARNT-TACC3 inh -2, INS-1E GSIS act 36, CFTR F508del cor -1.9, RAD52 inh -13, XiGFP reactiv 0.0, ERAP1 HTS inh -5 and RAD54 branch 12.
C[C@H](CO)N1C[C@H](C)[C@H](CN(C)Cc2ccccc2)OCCCC[C@H](C)Oc2ccc(NC(=O)Cc3ccccc3)cc2C1=O was read as esBAF inh 2, ARNT-TACC3 inh -4, INS-1E GSIS act 4, CFTR F508del cor 0.6, RAD52 inh 12, XiGFP reactiv 0.1, ERAP1 HTS inh 0 and RAD54 branch 1.
Screening O=c1/c(=C\c2ccc(O)cc2)sc2nc(-c3ccccc3)c(-c3ccccc3)n12 returned ARNT-TACC3 inh -3, INS-1E GSIS act 8, CFTR F508del cor -1.3, RAD52 inh -262, XiGFP reactiv 7.5 and ERAP1 HTS inh -2.
Screening O=C(Nc1ccc([N+](=O)[O-])cc1NC(=O)c1ccccc1)c1ccccc1 returned esBAF inh -3, ARNT-TACC3 inh -1, INS-1E GSIS act 85*, CFTR F508del cor 2.4, RAD52 inh -9, XiGFP reactiv 0.0, ERAP1 HTS inh 1 and RAD54 branch 8.
Screening CCC(=O)NNc1nc2c(F)cccc2s1 returned esBAF inh 2, ARNT-TACC3 inh -4, INS-1E GSIS act 12, CFTR F508del cor -1.0, RAD52 inh 5, XiGFP reactiv 0.4, ERAP1 HTS inh -1 and RAD54 branch 1.
COc1ccc(C(=O)NCc2ccco2)cc1S(=O)(=O)NC1CC1 was read as esBAF inh -1, INS-1E GSIS act 5, CFTR F508del cor 0.2, RAD52 inh -4, XiGFP reactiv 0.0 and ERAP1 HTS inh -6.
For O=C(C1CCOCC1)N1[C@H](CO)[C@@H](c2ccccc2)C12CN(CCC(F)(F)F)C2 the results were INS-1E GSIS act 6, CFTR F508del cor -4.8, RAD52 inh -5, XiGFP reactiv 0.0 and ERAP1 HTS inh -1.
For CCN(CC)C(=O)[C@H]1C[C@H](CC(=O)NCc2cccc(C(F)(F)F)c2)C(=O)N2CCc3c([nH]c4ccc(Cl)cc34)[C@]12C the results were esBAF inh 2, ARNT-TACC3 inh -2, INS-1E GSIS act -8, CFTR F508del cor 2.9, RAD52 inh -4, XiGFP reactiv 0.0, ERAP1 HTS inh 0 and RAD54 branch 16.
Screening CCC(c1nnnn1CC1CCCO1)N(CCCO)Cc1cc2cccc(C)c2[nH]c1=O (stereo unspecified) returned esBAF inh -1, ARNT-TACC3 inh 8, INS-1E GSIS act 5, RAD52 inh -9, ERAP1 HTS inh 2 and RAD54 branch -10.
For COc1ccc2c3c(n(C)c2c1)[C@H](CO)N(C(=O)Nc1ccc(F)cc1)CC31CN(Cc2ccccn2)C1 the results were INS-1E GSIS act -22, CFTR F508del cor -7.0, RAD52 inh 7, XiGFP reactiv 0.0 and ERAP1 HTS inh 2.
`CCOP(=O)(OCC)C(NC(=O)Nc1cccc(Cl)c1)c1ccccc1` (stereo unspecified) gave esBAF inh -16, INS-1E GSIS act 5, CFTR F508del cor -2.5, RAD52 inh -13, XiGFP reactiv 0.2, ERAP1 HTS inh -3 and RAD54 branch 5.
Screening COc1ccc(NC(=O)c2[nH]c(C)c(C(C)=O)c2C)cc1 returned ARNT-TACC3 inh -19, INS-1E GSIS act 17, CFTR F508del cor -2.4, RAD52 inh -2, XiGFP reactiv 0.1 and ERAP1 HTS inh 2.
`NC(=NC(=O)c1ccccc1)N1CCOCC1` gave esBAF inh 17, ARNT-TACC3 inh -20, INS-1E GSIS act 2, CFTR F508del cor 1.7, RAD52 inh -8, ERAP1 HTS inh 3 and RAD54 branch -10.
Screening CC(=O)N1CCC(=NNc2nc3ccccc3[nH]2)CC1 returned INS-1E GSIS act -8, CFTR F508del cor 0.7, RAD52 inh -14, XiGFP reactiv 0.0, ERAP1 HTS inh -8 and RAD54 branch 6.
`COc1ccc(-c2cc(C(=O)NNC(=O)c3csc(N4CCOCC4)n3)c3ccccc3n2)cc1` gave ARNT-TACC3 inh 2, INS-1E GSIS act -5, CFTR F508del cor -1.0, RAD52 inh -7, XiGFP reactiv -0.1 and ERAP1 HTS inh 3.
Screening COCC(=O)N(C)C[C@H]1Oc2cc(-c3ccccc3F)ccc2S(=O)(=O)N([C@@H](C)CO)C[C@H]1C returned esBAF inh -2, ARNT-TACC3 inh -4, INS-1E GSIS act 12, CFTR F508del cor -1.7, RAD52 inh 3, XiGFP reactiv -0.1, ERAP1 HTS inh 2 and RAD54 branch -2.
Screening O=C(Nc1ccccc1)OCCCc1ccccc1 returned esBAF inh 57*, ARNT-TACC3 inh -4, INS-1E GSIS act -54, CFTR F508del cor -1.4, RAD52 inh 1, XiGFP reactiv 0.0, ERAP1 HTS inh -1 and RAD54 branch 3.
CCc1ccc2c(c1)C1(SC(NC(C)=O)=NN1C(C)=O)C(=O)N2CC (stereo unspecified) was read as esBAF inh 1, ARNT-TACC3 inh 1, INS-1E GSIS act 10, CFTR F508del cor -6.9, RAD52 inh -11, XiGFP reactiv 0.0, ERAP1 HTS inh -1 and RAD54 branch 0.
Screening N#Cc1ccc(-c2nc3c4ccccc4ccn3c2Cc2ccsc2)cc1 returned INS-1E GSIS act 11, CFTR F508del cor 1.1, RAD52 inh -28, XiGFP reactiv 0.1 and ERAP1 HTS inh 0.
For Cc1cccc(N/N=C(\C#N)S(=O)(=O)C(C)(C)C)c1 the results were ARNT-TACC3 inh -3, INS-1E GSIS act -13, CFTR F508del cor -0.3, RAD52 inh -19, XiGFP reactiv 0.0 and ERAP1 HTS inh 4.
`CCCC(=O)N1CCC2(CC1)CN(C(=O)Nc1c(C)noc1C)[C@@H](CO)c1c2c2ccc(OC)cc2n1C` gave INS-1E GSIS act 10, CFTR F508del cor 1.1, RAD52 inh 10, XiGFP reactiv 0.4 and ERAP1 HTS inh 2.

Three entries out of the list, sorted by heavy-atom count, falling.
`CCOP(=O)(OCC)C(NC(=O)Nc1cccc(Cl)c1)c1ccccc1` (stereo unspecified) gave esBAF inh -16, INS-1E GSIS act 5, CFTR F508del cor -2.5, RAD52 inh -13, XiGFP reactiv 0.2, ERAP1 HTS inh -3 and RAD54 branch 5.
Screening COc1ccc(NC(=O)c2[nH]c(C)c(C(C)=O)c2C)cc1 returned ARNT-TACC3 inh -19, INS-1E GSIS act 17, CFTR F508del cor -2.4, RAD52 inh -2, XiGFP reactiv 0.1 and ERAP1 HTS inh 2.
Screening O=C(Nc1ccccc1)OCCCc1ccccc1 returned esBAF inh 57*, ARNT-TACC3 inh -4, INS-1E GSIS act -54, CFTR F508del cor -1.4, RAD52 inh 1, XiGFP reactiv 0.0, ERAP1 HTS inh -1 and RAD54 branch 3.
